# Dynein cargo inh = blocks dynein driven cargo transport along microtubules. 3617.4 mouse cells, GR-EGFP nuclear translocation imaging; test concentration mostly 20 µM; stimulated with dexamethasone, 1 µM; active compounds read low. z-score, hits read low. actives 0.47% (n = 220,000). AID 1381;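 active = plate z-score of nuclear minus cytoplasmic receptor signal below a set negative limit, without overly bright fluorescence or cell loss, cut at about -3.5 in these data, passing the limit was not always enough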;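 also: z-score of nuclear minus cytoplasmic ring GR-EGFP intensity difference per well; some compounds called inactive have numbers as strong as hits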
#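 Buffer or medium – tet-free medium with charcoal-stripped serum · Signal – automated 10x imaging of fixed Hoechst-stained cells · Also added – dexamethasone agonist, 1.0 µM final, for 30 min · Incubation – induction 48 h, compound 1 h, agonist 30 min · Read-out – GR-EGFP nuclear translocation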
# M17LAP inhibition = P. falciparum M17LAP inhibitors, primary screen, biochemical, fluorogenic H-Leu-NHMec substrate, 1536-well (AID 1619). recombinant M17LAP, H-Leu-NHMec fluorogenic kinetic assay; higher % means a stronger effect. inhibition, % at 30 µM; hits with a dose series show IC50 in µM. actives 0.38% (n = 220,000);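 active = compound inhibiting the enzyme by more than half at any dose during confirmatory dose-response retesting; inconclusive = strong single-dose inhibitors picked by rank but not retested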;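 also: plate controls were full reaction with DMSO carrier for no effect and no enzyme background for full effect; strong numbers were not always called active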
# Yfh1-depleted yeast = enhancers of respiration in Yfh1-depleted yeast, dose response, Friedreich's ataxia, plus single-dose screen (AID 1465) | S. cerevisiae Yfh1-off respiration, WST-1 reduction, 72 h; higher fold induction means a stronger effect | fold induction at 50 µM, or EC50 in µM where a hit was titrated | actives 0.074% (n = 220,000);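 active = fold induction of absorbance versus untreated yeast above a set limit, then at least 30% activation at any dose in follow-up; inconclusive = repeats straddling the limit, or above it without dose testing; inactive = fold induction below the set limit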;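 also: activators that raise dye reduction in frataxin-depleted yeast; strong numbers were not always called active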
# NOD2 inhibition = inhibition of NOD2-driven NF-kB reporter – cell-based, luminescence, uHTS, HEK293 (AID 1566); inhibition, % at 4 µM, or EC50 in µM where a hit was titrated; actives 0.63% (n = 290,000); HEK293 NOD2/NF-kB luciferase reporter, luminescence; higher % means a stronger effect; in the data active = inhibition above about 50%; also: many of its hits are not listed in these tables
# NOD1 NF-kB reporter = NOD1 signaling inhibitors, primary screen, cell-based, luminescence, uHTS (AID 1578). NOD1-driven NF-kB luciferase reporter cells, luminescence; higher % means a stronger effect. one-dose inhibition, % at 4 µM; EC50 in µM for titrated hits. actives 1% (n = 290,000); in the data active = inhibition mostly above about 36%, no sharp cut-off; inactive = mostly below about 34%;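 also: HEK-293T reporter cells stimulated with the NOD1 agonist gamma-tri-DAP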
# Ins promoter up = MIN6 insulin promoter up-regulation; MIN6 insulin promoter-GFP reporter, high-content imaging; active compounds read high; z-score at 5 µM; actives 0.3% (n = 190,000); AID 1625;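 active = z-score above 3 at 5 µM with at least 500 cells counted in the well; inconclusive = wells under 500 cells, flagged as cytotoxic or low count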
# MT stabilizer = stabilizes microtubules in HeLa cells; HeLa tubulin immunostaining HCS, 24 h; share of cells brighter than vehicle mean+2SD; % tubulin-high responders, % at 10 µM; actives 0.83% (n = 200,000);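 active = plate Z-score above 3 for both tubulin-high and condensed-nucleus cell shares, with cell loss under 80%, at 10 µM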;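 also: anti alpha tubulin signal scored within the nucleus-defined area of each cell; some results filed as inactive read as strong as hits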
# Autophagy HCS = alters autophagy in cells; MEF GFP-LC3 puncta imaging; test concentration mostly 10 µM; calls only at 10 µM (by protocol); actives 0.98% (n = 190,000);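 active = percentage of spot-positive cells more than 3 SD above its plate mean, without a fluorescence outlier flag or 80% toxicity; inconclusive = no clear call, values can overlap the other calls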;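 also: spot-positive cell cutoff set from DMSO-treated cells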
# b-catenin transl = modulators of beta-catenin nuclear translocation; HeLa beta-catenin nuclear translocation, immunofluorescence imaging; nuclear translocation activity, % at 5 µM; actives 0.3% (n = 190,000); AID 1665;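 active = nuclear translocation activity above 50% at 5 µM, with a well cell count of 50 or more; inconclusive = wells under 50 cells across six images, flagged as toxic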;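 also: per-cell ratio of nuclear to cytoplasmic median beta-catenin stain intensity; plate controls were DMSO negative control for no effect and GSK-3 inhibitor IX positive control for full effect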
#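 Test system: human HeLa cell line; Doses: 5 µM primary, 0.02–20 µM confirmation; Incubation: 24 h compound exposure, 37°C; Detection: beta-catenin immunofluorescence imaging with DAPI; Read-out: beta-catenin nuclear/cytoplasmic ratio, % activation.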
# Dynein cargo inh cytoplasmic EGFP = further read-out of Dynein cargo inh, marked with its call; z-score; measured here: cytoplasmic GR-EGFP intensity; active compounds read high
# Dynein cargo inh nuclear GR-EGFP = also measured in Dynein cargo inh; calls as there; z-score; measured here: nuclear GR-EGFP intensity;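 lower value marks the stronger effect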
# Dynein cargo inh cell count = recorded beside Dynein cargo inh, whose call it bears; z-score; measured here: cell count per field
# Ins promoter up cell count = second read-out of Ins promoter up, no call of its own (marks repeat the call); cell count; measured here: cytotoxicity, nuclei count;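 total cells summed across four imaged fields per well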
# b-catenin transl cell count 5 µM = also measured in b-catenin transl; calls as there; cell count; measured here: cell count, cytotoxicity flag
# MT stabilizer Hoechst-high % = recorded beside MT stabilizer, whose call it bears; % Hoechst-high responders; measured here: nuclear condensation Hoechst responders;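 share of cells brighter than vehicle mean plus two SD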
# MT stabilizer cytotoxicity % = also measured in MT stabilizer; calls as there; toxicity, %; measured here: cytotoxicity by cell density;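 0% = mean cell density of plate MIN control wells and 100% = no cells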
# Autophagy HCS cell loss 18 h = recorded beside Autophagy HCS, whose call it bears; toxicity, %; measured here: cell loss, nuclei count;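 cell loss after 18 h compound exposure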
# * marks the source's active call; other numbers are inactive results; i = inactive; ? = inconclusive; . = not tested or not shown; + = active, no number. This is a subset, so the mix of outcomes need not match the whole.
SMILES,Dynein cargo inh,Dynein cargo inh cytoplasmic EGFP,Dynein cargo inh nuclear GR-EGFP,Dynein cargo inh cell count,M17LAP inhibition,Yfh1-depleted yeast,NOD2 inhibition,NOD1 NF-kB reporter,Ins promoter up,Ins promoter up cell count,MT stabilizer,MT stabilizer Hoechst-high %,MT stabilizer cytotoxicity %,Autophagy HCS,Autophagy HCS cell loss 18 h,b-catenin transl,b-catenin transl cell count 5 µM
CCCCNC(=O)c1cccc(C(=O)NCCCC)c1,0.8,-0.21,0.41,0.53,6%,i,19%,5%,0.8,1288,2.7,2.3,6.0,i,8,.,.
CCCN(CCC)CCCNS(=O)(=O)c1cc(Br)cc2c1N(C(C)=O)CC2,-0.18,-0.28,0.23,0.26,-3%,i,20%,16%,-0.17,1613,4.0,1.7,3.9,i,-18,-1.1,1351
O=C(CN(c1ccc2c(c1)OCCO2)S(=O)(=O)c1ccccc1)NCc1ccco1,-0.29,-0.25,-0.19,-0.37,3%,i,4%,-27%,-0.82,1301,3.2,1.6,34,i,2,.,.
Cc1sc2ncnc(N3CCC(C)CC3)c2c1C,-0.26,-0.27,-0.27,0.51,-7%,i,-4%,40%,.,.,2.7,3.1,8.7,i,4,.,.
O=C(NCCn1ccc2ccccc21)c1cccc([N+](=O)[O-])c1,-0.27,-0.39,-0.49,0.77,5%,i,-2%,-17%,-0.59,1267,2.0,3.6,8.3,i,-9,0.0,1153
COc1ccc(C(C)=O)cc1COC(=O)c1ccc(S(=O)(=O)N(C)C)cc1,0.053,-0.24,0.21,-0.37,-12%,i,-9%,10%,-0.19,1209,2.5,3.2,6.0,i,6,-1.8,1153
CSc1ccc(-c2c(C#N)c(N)nc3c2CCCC3)cc1,-0.93,-0.39,-0.28,0.4,-8%,i,-7%,-18%,0.13,1200,3.1,1.1,6.9,i,12,-4.6,979
Cc1ccc(Nc2nnc(SCC(=O)Nc3cccc(S(=O)(=O)N4CCCCC4)c3)s2)cc1,-0.64,-0.21,-0.64,-0.24,21%,i,-54%,4%,-0.47,1345,5.9,4.0,15,i,-2,3.1,948
O=C(CSc1ncn[nH]1)NC12CC3CC(CC(C3)C1)C2,-1.4,-0.16,-0.52,0.91,6%,i,-13%,6%,0.27,901,1.4,1.2,11,i,-5,1.0,1096
O=C(CN1c2ccccc2Sc2ccccc21)NNC(=S)Nc1ccc(Cl)cc1Cl,-0.22,-0.23,-0.42,0.32,8%,.,26%,35%,.,.,1.0,2.1,9.5,i,8,.,.
COc1cccc(CNC(=O)C(=O)NCC2CCCO2)c1 (stereo not given),1.1,-0.19,0.57,0.016,4%,i,18%,-6%,.,.,2.7,2.9,4.0,i,10,4.0,993
Cc1onc(-c2c(F)cccc2Cl)c1C(=O)ONC(=O)c1ccccc1,1.5,-0.19,0.99,-1.4,-10%,i,4%,-4%,-0.36,1394,.,.,.,.,.,0.0,1077
CC(C)c1cc(C(N)=O)c(NC(=O)c2cccc(COc3ccc(Br)cc3)c2)s1,-0.97,-0.1,0.095,0.96,-10%,i,-70%,-26%,-0.35,896,2.8,0.6,6.9,i,17,-1.1,1047
COc1ccc2c(Cl)c(C(N)=O)sc2c1,-0.54,-0.19,-0.059,0.33,-16%,i,-12%,.,0.3,1223,5.0,2.8,6.2,i,-57,-1.2,1196
CC(C)CNC(=O)c1ccccc1NC(=O)CN(c1ccccc1)S(=O)(=O)N(C)C,-0.96,-0.12,-0.27,0.6,0%,i,-8%,-15%,1.1,1494,4.3,1.7,2.3,i,16,-3.2,1011
Cc1ccc(SCc2cc(=O)[nH]c(N3CCCCC3)n2)cc1,1,-0.19,0.73,-0.79,-8%,i,-2%,-21%,0.09,1289,2.5,1.8,5.5,i,-7,0.3,1155
O=C(N/N=C/c1ccccc1OCc1ccccc1)c1cccnc1,0.51,-0.28,-0.22,-0.4,34%,i,-2%,-46%,-0.01,1275,2.9,3.0,5.1,i,4,-0.3,984
CCOC(=O)N1CCc2c(sc(NC(=O)CN3CCN(C)CC3)c2C(=O)Nc2ccccc2)C1,1.1,-0.3,0.37,0.2,2%,i,0%,-13%,0.05,1118,3.5,2.4,7.3,i,6,-1.4,1135
N#C/C(=C/c1cccn1-c1cccc(C(=O)O)c1)c1ccc(Cl)cc1,-0.49,-0.22,-0.027,0.35,4%,i,29%,1%,0.85,1498,2.0,1.4,4.9,i,14,-0.1,1479
O=C(Nc1ccc(N2CCOCC2)c(Cl)c1)c1ccco1,-0.55,-0.027,0.066,0.12,5%,i,-65%,-117%,-0.53,838,4.1,2.4,16,i,11,1.4,1166
O=C(NCCCN1CCOCC1)c1ccc([N+](=O)[O-])cc1[N+](=O)[O-],-0.16,-0.24,0.05,0.32,-6%,i,12%,-23%,.,.,3.0,1.8,7.5,i,-17,3.1,508
CNS(=O)(=O)c1ccc2ccccc2c1,1.8,-0.24,0.74,-1.3,4%,i,-15%,16%,0.28,1106,.,.,.,.,.,0.0,1230
O=C(O)c1c2c(nc3ccc(S(=O)(=O)N4CCC(C(=O)NC5CCCC5)CC4)cc13)CCCCC2,-0.89,-0.2,-0.14,0.23,41%,i,-5%,8%,1,1771,2.5,2.1,6.3,i,-11,-0.4,1094
O=C(O)c1ccc(Nc2nc(-c3ccccc3)c3ccccc3n2)cc1,-0.63,-0.36,-0.46,1.1,-9%,i,16%,-35%,0.59,1605,1.6,1.3,5.0,+,37*,-0.9,1057
CC(=O)Nc1cc(C(F)(F)F)ccc1OCCOc1ccccc1,-0.47,-0.18,0.13,-1.1,.,i,.,.,.,.,2.8,1.5,3.7,i,2,.,.
O=C(CN1C(=O)C2CC=CCC2C1=O)NC1=NCCS1 (stereo not given),3,-0.034,1.6,-1.7,8%,i,16%,-7%,0.01,1320,2.4,1.3,3.5,i,1,-3.4,1003
COc1ccc(NC(=O)C2CCCO2)cc1OC (stereo not given),0.28,-0.37,0.028,0.42,4%,i,-2%,-9%,0.68,833,1.1,1.4,2.1,i,-12,.,.
COC(=O)c1[nH]c2ccc(C)cc2c1NC(=O)Nc1ccccc1OC,-0.4,-0.17,-0.38,0.26,4%,i,8%,2%,-0.22,1064,4.5,3.0,9.0,i,-19,1.5,1152
COC(=O)c1ccc(NS(=O)(=O)c2ccc3c(c2)oc(=O)n3C)cc1,-1.1,-0.17,-0.63,0.076,-1%,i,7%,-14%,0.02,1000,1.7,3.2,5.0,i,9,.,.
CN(C)CCCN(C(=O)c1ccc(S(=O)(=O)N(C)C)cc1)c1nc2cc3c(cc2s1)OCO3,-0.22,-0.26,-0.11,0.26,0%,i,13%,-56%,0.84,1540,1.7,1.7,8.6,i,-23,-2.7,1056
Cc1ccc2cc(CCNC(=O)c3ccco3)c(=O)[nH]c2c1C,-0.54,-0.19,-0.18,0.65,-14%,.,-78%,-25%,-0.84,1247,1.6,1.8,5.6,i,-8,-0.4,1092
CC/C(=C\C1CCCCC1)C(NP(=O)(c1ccccc1)c1ccccc1)c1ccccc1 (stereo not given),0.38,0.02,0.52,0.28,9%,i,-9%,-16%,-0.08,1324,4.1,3.1,6.2,i,-5,-4.4,532
CC(=O)NC(=S)Nc1ccc([N+](=O)[O-])cc1C,0.013,-0.26,0.72,-0.32,-7%,i,-7%,-11%,-0.13,1495,4.6,3.5,8.0,i,0,-0.1,1490
CC(C)Cc1nc(SCC(=O)Nc2nnc(CC(C)C)s2)n[nH]1,-0.38,-0.83,-0.48,0.26,-13%,i,6%,8%,1.4,1007,.,.,.,.,.,0.2,1302
Nc1c(C(=O)NCc2ccc3c(c2)OCO3)c2nc3ccccc3nc2n1CCCN1CCOCC1,0.15,-0.27,0.099,-0.081,-22%,i,-12%,26%,-1.3,627,5.3,1.1,3.4,i,6,11,1377
COC(=O)c1ccnc(/C=N/O)c1,0.28,-0.13,0.66,0.81,6%,i,5%,-6%,0.07,1212,3.2,1.7,1.3,i,3,-2.1,1197
CCO/C=C1/C(=O)N(Cc2ccccc2)C(=O)c2ccccc21,-1,0.27,-0.73,0.45,5%,i,9%,-20%,0.51,1256,3.1,3.2,0.9,i,1,3.5,587
CC(=O)Oc1ccc(S(=O)(=O)c2ccc(OC(C)=O)cc2)cc1,0.041,-0.33,0.035,0.71,7%,i,-8%,-30%,.,.,3.3,3.1,6.2,i,-4,0.7,1064
CC(C)C(C(=O)O)N1C(=O)/C(=C/C=C/c2ccco2)SC1=S (stereo not given),-0.15,-0.21,-0.47,-0.2,25%,?,14%,10%,0.65,1395,1.8,1.4,10,i,-4,-0.8,1312
Cc1ccsc1/C=N/n1c(-c2cc(-c3ccccc3)n[nH]2)n[nH]c1=S,-0.72,-0.23,-0.35,0.96,2%,i,19%,11%,-0.03,1235,.,.,.,.,.,-3.1,1003

# Copied from the list.
# Dynein cargo inh with CC(=O)NC(=S)Nc1ccc([N+](=O)[O-])cc1C → 0.013
# Ins promoter up with CC(C)Cc1nc(SCC(=O)Nc2nnc(CC(C)C)s2)n[nH]1 → 1.4

# Compound activity from PubChem BioAssay.
